# Screening results (PubChem BioAssay)
# HSF1 activator = increases HSF-1 driven luciferase reporter signal; NIH3T3-HGL HSF-1 luciferase reporter, MG132, 8 h; 100% = twice DMSO control signal; activation, % at 9 µM; 300,000 tested, 1.7% active; AID 504408;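 active means mean replicate activation of at least 50% with a set share of replicates each reaching 50%; inconclusive means only one of those two conditions met; inactive means mean below 50% and too few replicates reaching it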;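 further: 0% = median of the neutral control wells and 100% = twice that signal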
# HSF1 inhib = HSF1 inhibition; NIH3T3-HGL HSE-luciferase, MG132-induced, luminescence 8 h; active compounds read low; activity change, negative = inhibition, % at 7.5 µM (by protocol); 300,000 tested, 0.77% active;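 active means more than half of replicate wells show activity change below -50%, luminescence cut by over half; inconclusive means some wells, but at most half, below -50%; inactive means no replicate well below -50%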;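 further: luciferase reports HSF-1 transcriptional activity via heat shock element; 0% = median of DMSO wells and -100% = zero luminescence signal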
# HIF activator = HIF pathway transcriptional activation; U2OS HRE-luciferase reporter, luminescence; normalized: DMSO 0%, desferrioxamine 100%; activation, % at 7.5 µM (by protocol); 300,000 tested, 0.32% active; AID 1910;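 active means mean activation of at least 10% of the iron chelator positive control signal, with at least half of replicates also reaching 10%; inconclusive means mean and replicate majority disagree about reaching 10%; inactive means mean and most replicates under 10%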
# AI-2 QS modul = modulates the Vibrio harveyi AI-2 quorum sensing system; Vibrio harveyi JMH597 AI-2 luminescence/OD600 ratio, 9 h; active compounds read low; strain lacks LuxN and CqsS sensors; 0 = neutral-control median; activity change, % at 7.5 µM; 300,000 tested, 0.4% active; AID 2094; in the data active means activity change below about -75%, passing the limit was not always enough; inconclusive means no clear call, values can overlap the other calls;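 further: luminescence divided by OD600 gain over 9 h not by final OD600 alone; inactives centre near 13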
# KLF5 inh = suppresses KLF5 promoter-driven expression; AID 1700; 290,000 tested, 0.23% active; DLD-1 KLF5 promoter-luciferase reporter, luminescence; inhibition, % at 5 µM;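 active means inhibition above a per-plate limit of that plate's mean compound inhibition plus 3 SD, cut at about 60% in these data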;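 further: 0% = DMSO wells and 100% = LY294002 at 200 µM; higher means less KLF5 promoter-driven luciferase light; inactives centre near -14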
# IEC-6 cytotox = kills IEC-6 intestinal cells in KLF5 counter-screen. AID 1825. 290,000 tested, 0.78% active. inhibition, % at 5 µM. IEC-6 cytotoxicity, luminescence viability; in the data active means inhibition above about 22%;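 further: 0% = plate median of test compound wells and 100% = cytotoxic reference compound wells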
# GSK3B inh = blocks human GSK3beta kinase activity. GST-GSK3beta kinase, ADP-Glo luminescence, 60 min; active compounds read low. activity score (negative = inhibition), % at 10 µM. 300,000 tested, 0.038% active. AID 2097;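 active means more than half of replicate wells score below -50%, meaning over 50% inhibition versus plate controls; inconclusive means some replicates but at most half score below -50%; inactive means no replicate scores below -50%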;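 further: 0% = median DMSO wells and -100% = median GW8510 positive control wells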
# Target sequence (P49841 whole entry, looked up): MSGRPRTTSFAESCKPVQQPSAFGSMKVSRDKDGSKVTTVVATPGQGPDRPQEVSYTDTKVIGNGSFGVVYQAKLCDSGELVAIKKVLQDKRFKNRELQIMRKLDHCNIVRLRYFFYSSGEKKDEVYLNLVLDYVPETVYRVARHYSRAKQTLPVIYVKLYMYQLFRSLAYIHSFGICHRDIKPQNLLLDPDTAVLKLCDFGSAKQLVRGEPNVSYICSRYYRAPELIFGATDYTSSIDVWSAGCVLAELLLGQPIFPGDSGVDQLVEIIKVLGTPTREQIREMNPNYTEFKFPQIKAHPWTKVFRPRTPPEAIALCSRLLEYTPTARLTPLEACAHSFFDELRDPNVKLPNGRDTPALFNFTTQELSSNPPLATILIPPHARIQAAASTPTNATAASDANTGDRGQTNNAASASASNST
#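 Assay system: GST-tagged human GSK3beta kinase, cell-free; Input: 1.6 ng GSK3beta; Medium: Tris/MgCl2 kinase buffer; Timing: 60 min enzyme reaction, room temperature; Signal: ADP-Glo luminescence quantifying ADP generated by kinase; Evaluation: score relative to plate controls; Benchmarks: DMSO neutral wells and GW8510 at 20 µM as positive.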
# GSK3 alpha inh = human GSK-3 alpha kinase inhibition; inhibition, % at 10 µM; P49840; 320,000 tested, 0.1% active; ADP-Glo luminescence, 60 min;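 in the data active means inhibition above about 50%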;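 further: GST-tagged GSK-3 alpha with peptide substrate and 25 µM ATP; 0% = DMSO neutral wells and 100% = GW8510 positive control wells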
# Target sequence (P49840 whole entry, looked up): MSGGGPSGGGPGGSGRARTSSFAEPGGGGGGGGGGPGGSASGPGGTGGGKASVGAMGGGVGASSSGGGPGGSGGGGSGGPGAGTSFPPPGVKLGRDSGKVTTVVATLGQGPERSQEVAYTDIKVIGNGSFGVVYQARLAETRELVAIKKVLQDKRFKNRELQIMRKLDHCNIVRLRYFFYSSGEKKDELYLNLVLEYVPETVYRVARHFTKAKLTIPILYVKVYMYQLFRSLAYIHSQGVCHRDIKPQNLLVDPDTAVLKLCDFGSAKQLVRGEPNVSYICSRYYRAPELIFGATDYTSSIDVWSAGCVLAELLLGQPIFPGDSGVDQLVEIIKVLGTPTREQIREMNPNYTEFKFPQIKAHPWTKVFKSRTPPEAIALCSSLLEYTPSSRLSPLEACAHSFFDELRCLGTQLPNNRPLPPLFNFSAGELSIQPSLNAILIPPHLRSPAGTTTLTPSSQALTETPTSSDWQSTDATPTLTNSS
# aSyn UTR inh = 5' untranslated region of α-synuclein, MLPCN primary screen | alpha-synuclein 5'UTR reporter, inhibitor activity | inhibition, % (tested at 7.5 µM) | 300,000 tested, 0.82% active; in the data active means inhibition above about 60%; inconclusive means no clear call, values can overlap the other calls;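 further: H4 neuroglioblastoma cells stably carrying SNCA 5'UTR luciferase fusion; 0% = DMSO wells and 100% = positive control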
# HSP90 inh = inhibitors of HSP90 luciferase refolding in rabbit reticulocyte lysate; luciferase refolding luminescence, 3 h; inhibition, % at 5.6 µM; 290,000 tested, 0.91% active;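 active means inhibition above the screen-wide mean plus 3 SD, computed separately per campaign, cut at about 16% in these data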;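 further: 0% = DMSO wells and 100% = 60 µM geldanamycin wells; inhibitors lower the luminescence because luciferase stays unfolded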
# Active calls of the source: *; ? = inconclusive; . = no result given. This is a random part of the collection; about 4.7% have a hit in one of these screens.
SMILES,HSF1 activator,HSF1 inhib,HIF activator,AI-2 QS modul,KLF5 inh,IEC-6 cytotox,GSK3B inh,GSK3 alpha inh,aSyn UTR inh,HSP90 inh
O=[N+]([O-])c1cncc([N+](=O)[O-])c1Nc1cccc(O)c1,30.8,18.8,-0.9,?,-17.2,-6.3,0.8,4.0,-15.2,4.9
O=[N+]([O-])c1cc([N+](=O)[O-])c(Oc2ccc(Br)cc2Br)cc1NN1CCCCC1,-7.6,-3.6,-1.9,9.5,-8.8,3.0,-0.4,-1.6,25.0,1.6
CN1CCN(C(CNS(=O)(=O)c2ccc(Br)cc2)c2ccc3c(c2)OCO3)CC1 (stereo unspecified),-12.1,-11.3,0.3,18.9,.,.,0.9,-1.7,5.3,.
Cc1ccc(Cl)c2c1NC(=O)C2(O)CC(=O)c1ccc(F)cc1 (stereo unspecified),-14.4,-6.9,-0.3,13.8,-38.7,7.2,3.9,-0.7,-11.7,-0.9
O=C(NCCOc1ccc(F)cc1)C1CCC(=O)N(CCN2CCOCC2)C1 (stereo unspecified),-18.1,-4.7,-0.3,20.1,-9.9,-4.6,-2.5,-3.0,-24.8,-0.5
CCCCC(=O)Nc1ccc(C(=O)N2CCCC(C(=O)OCC)C2)cc1 (stereo unspecified),-0.9,-3.0,-0.3,5.0,-35.5,0.9,2.4,-0.2,-5.4,0.7
O=C(Nc1nncs1)c1ccc2c(c1)OCO2,2.1,-2.7,0.4,-3.3,-77.4,2.9,-1.8,1.1,-83.2,4.4
CC(C)[C@H](NC(=O)OCc1ccccc1)C(=O)OCC(=O)NC1(C#N)CCCC1,6.1,-2.5,-0.5,-2.6,-16.6,5.4,-2.5,0.9,-0.9,1.3
CCN1CCN(C(=O)CCS(=O)(=O)c2cc3c(cc2Cl)NC(=O)CO3)CC1,7.6,-6.2,-0.4,15.3,-12.1,2.0,-23.4,-3.7,12.6,2.8
COc1ccc(-c2ccc(C3C(C#N)=C(N)Oc4n[nH]c(C)c43)o2)cc1 (stereo unspecified),18.4,2.2,0.6,9.9,-46.8,-6.9,-1.2,0.3,-65.2,-0.4
COc1ccc(OC(C)C(=O)N2CCOCC2)cc1 (stereo unspecified),-22.9,-1.4,-0.1,12.2,-9.7,-3.3,-2.0,-2.0,-5.4,2.0
Cc1ccc(C(C(=O)NC2CCCCC2)N(C(=O)c2csnn2)C2CC2)o1 (stereo unspecified),-7.0,-2.4,-0.5,-0.8,-3.2,-6.4,-4.3,-1.4,-16.4,-1.4
Cc1ccc(S(=O)(=O)N2CCN=C2SCc2ccc(Cl)c(Cl)c2)cc1,12.1,1.6,0.0,5.8,9.4,1.1,1.2,6.7,-6.8,-4.9
COc1ccc(C2NC(=S)NC(C)=C2C(=O)c2ccccc2)cc1OC (stereo unspecified),7.6,6.6,0.5,1.5,-13.3,-1.9,-2.6,-4.5,15.1,-3.8
COc1ccc(OC)c(-n2c(-c3ccn[nH]3)n[nH]c2=S)c1,1.2,-3.6,0.4,33.7,-14.0,7.5,1.1,-0.7,11.4,1.4
COCCOC(=O)C1=C(C)N(c2ccccc2)C(=S)NC1c1ccccc1C(F)(F)F (stereo unspecified),43.1,8.0,-1.1,22.9,40.7,3.4,2.2,-0.7,21.7,4.3
Cc1ccc(S(=O)(=O)Nc2ccccc2C(=O)N2CCCC2)cc1,13.2,1.6,-0.4,-0.7,-28.4,0.5,0.9,2.0,-6.8,1.9
N#Cc1ccc(Nc2ccccc2)c(N)c1,6.8,15.6,1.4,18.6,-69.4,3.2,0.3,-8.8,6.4,-1.4
N#Cc1ncc(Cc2ccccc2)nc1C#N,97.2*,97.3,0.7,-12.4,-20.4,-0.6,2.2,0.6,-7.6,0.8
Cc1ccc(C(=O)NC(=S)Nc2ccc(-c3cc4ccccc4oc3=O)cc2)c(C)c1,7.7,-1.0,-0.9,-0.7,3.2,-2.4,5.0,19.7,88.3*,1.2
COc1ccc(-c2c[n+]3c(n2-c2ccc(C)cc2)CCCCC3)cc1,-7.7,-8.9,0.4,15.3,-12.0,28.6*,-2.0,-2.4,0.6,2.0
O=c1cc2c(nn1Cc1ccc(F)cc1)-c1ccccc1CC2,13.6,8.1,-0.3,20.5,-7.5,-0.7,-1.5,-3.1,-2.8,-0.9
COC(=O)C1CCN(C2CC(=O)N(c3cc(C)cc(C)c3)C2=O)CC1 (stereo unspecified),2.5,-15.8,-0.1,40.6,-1.0,6.6,3.9,-3.2,7.8,0.2
Cc1nc2ccccc2c(=O)n1NC(=O)c1c(O)c2c(n(CC(C)C)c1=O)CCCC2,0.9,-2.4,-0.8,18.1,5.3,1.7,-3.5,0.0,28.2,-0.4
OCCCCC#Cc1c(-c2ccsc2)sc2ccccc12,-5.3,-1.6,-0.2,24.2,17.2,-3.3,2.1,-0.1,13.7,-8.0
COc1ccc(C/C(N)=N/OC(=O)c2cccs2)cc1,22.4,23.2,4.0,-84.3*,-36.4,7.1,-1.5,-2.7,-9.3,-1.8
NC(=O)C1CCN(C(=S)NC2CC3C=CC2C3)CC1 (stereo unspecified),10.6,-3.0,0.1,3.1,9.5,-5.0,0.4,0.5,-1.8,2.7
O=c1oc2ccccc2nc1/C=C(\O)c1ccccc1,2.8,1.8,1.8,10.0,-40.3,1.6,1.2,-1.1,-57.6,6.6
COC(=O)c1ccc(COC(=O)C2CCN(S(=O)(=O)c3ccc(C)c(C)c3)CC2)o1,8.0,2.9,0.1,11.1,.,.,0.1,0.3,6.2,.
COc1cc2c(cc1OC)CN(C(=O)CC1CC3CCC1C3)CC2 (stereo unspecified),19.3,4.3,0.3,18.6,-25.4,4.8,-4.4,-0.2,-5.1,-1.9
CSCCC(NS(=O)(=O)c1ccc(Cl)c(Cl)c1)C(=O)O (stereo unspecified),-5.0,-5.5,1.4,4.1,-14.0,3.3,3.5,1.6,-7.4,-0.1
CCN(CC(=O)NCc1ccc(Cl)cc1)C(=O)c1cnc(Cl)c(Cl)c1,15.0,0.4,-0.7,31.0,-5.5,-1.6,0.9,0.9,-5.9,0.5
Cn1c(=O)c2c(nc(N/N=C/c3ccc(OC(=O)c4ccco4)cc3)n2Cc2ccc(F)cc2)n(C)c1=O,55.5*,23.5,0.2,0.6,-13.3,-0.8,2.2,-0.9,-54.3,4.5
CCOC(=O)C(NC(=O)Nc1ccc(C(N)=O)cc1)(c1ccccc1)C(F)(F)F (stereo unspecified),-16.1,3.3,-0.5,-2.7,-11.0,4.0,0.5,0.8,20.1,-0.6
COc1cc(C2C(C#N)=C(N)Oc3n[nH]c(-c4cccnc4)c32)cc(Br)c1O (stereo unspecified),13.9,2.6,-0.3,42.1,-50.5,-1.7,-33.9,53.0*,-35.7,14.5
O=c1oc2ccccc2c2[nH]ccc12,-12.5,4.2,0.1,6.1,-5.8,4.9,-5.8,2.3,-14.7,1.3
NC(=O)c1ccc(NC(=O)CSc2nnc(C3CCCCC3)n2N)cc1,31.2,13.6,-0.4,25.0,-19.4,-8.9,6.0,-1.9,-15.0,-2.3
CCOC(=O)NNc1ccc(C(F)(F)F)cn1,-10.5,4.4,0.4,-63.6,0.0,3.3,-5.2,1.4,17.4,1.1
O=C(COc1ncnc2cc([N+](=O)[O-])ccc12)NCc1ccc2c(c1)OCO2,0.8,-3.2,0.4,20.1,-10.4,-0.4,1.6,-3.0,1.6,0.2
Cc1c(C(=O)N2CCCCC2)c(S(=O)(=O)N2CCN(c3ccc(Cl)cc3)CC2)c(C)n1C,11.0,4.4,0.5,-4.3,-2.4,1.4,0.0,1.0,5.5,0.0
N#Cc1ccc(CN2C=NS(=O)(=O)c3ccccc32)cc1,9.6,-2.2,1.0,5.8,-20.9,-3.2,0.5,-1.2,-2.5,4.2
COc1ccccc1CN(C(=O)c1cnccn1)C(C(=O)NC1CCCCC1)c1cc(OC)c(OC)c(OC)c1 (stereo unspecified),-2.9,-0.8,-0.3,57.6,-10.2,1.6,3.7,0.6,6.8,-1.6
COc1ccc(OC)c(N(CC(=O)NCCSCc2ccco2)S(=O)(=O)c2ccccc2)c1,-2.3,0.8,0.1,16.9,-12.6,-1.0,0.9,-3.2,4.7,3.8
CC(NC(=O)C(=O)NCCN1CCN(C(=O)c2ccccc2Br)CC1)c1ccccc1 (stereo unspecified),3.1,-13.9,-1.0,26.6,-15.6,2.0,2.3,-3.2,-12.6,-2.6
COc1ccc(N2CCN(c3nc(Nc4ccc(C)c(F)c4)nc(N4CCCC4)n3)CC2)cc1,0.2,-0.4,-0.1,33.6,10.8,-6.2,-1.6,3.5,29.7,-3.0
Cc1ccc(/C(=N/Nc2ncnc3ccccc23)C(=O)O)cc1,41.1,14.6,?,-8.1,-98.4,6.8,-2.2,0.0,-69.0,4.9
Cn1c(=O)n(C)c2cc(/C=N/n3cnnc3)ccc21,6.4,-3.1,-0.2,36.3,-10.1,-1.3,2.6,-3.2,10.8,0.6
O=C(COC(=O)/C=C/c1cccs1)Nc1ccc2ccccc2c1,3.2,-3.3,0.4,1.2,-20.9,1.1,-1.2,2.2,1.0,0.2
CCOc1cc(CNc2ccc(Br)cc2)cc(Br)c1OCC(=O)NC(C)(C)C,19.8,12.5,0.1,11.2,-37.9,3.0,1.7,-2.0,8.5,7.1
Cc1ccc(S(=O)(=O)NCCSc2ncccn2)cc1,26.1,0.5,0.6,37.1,-13.0,-3.7,-0.4,0.1,-41.6,-1.8
c1ccc2oc(C3=NNC(=NC4CC4)SC3)cc2c1,40.5,17.2,1.8,18.9,-69.8,0.4,1.0,0.3,-134.8,1.0
Cc1ccc(CCNC(=O)c2nn(C)c3c2CS(=O)(=O)c2ccccc2-3)cc1,-2.4,-2.9,-0.8,12.9,-26.7,-3.2,-0.8,-2.4,10.5,-6.1
C=C1CCN([C@@H](C)C(=O)NCCCCCC)S(=O)(=O)c2ccccc21,-14.2,7.5,-0.2,8.7,.,.,1.5,-5.6,10.8,.
COc1ccccc1/C=[N+](\[O-])C1SC(=S)N(C)C1(C)C (stereo unspecified),25.5,3.0,-0.2,12.3,10.8,0.5,1.5,-1.5,-1.9,-2.1

# A stretch from the list above, for reference:
SMILES,HSF1 activator,HSF1 inhib,HIF activator,AI-2 QS modul,KLF5 inh,IEC-6 cytotox,GSK3B inh,GSK3 alpha inh,aSyn UTR inh,HSP90 inh
C=C1CCN([C@@H](C)C(=O)NCCCCCC)S(=O)(=O)c2ccccc21,-14.2,7.5,-0.2,8.7,.,.,1.5,-5.6,10.8,.
COc1ccccc1/C=[N+](\[O-])C1SC(=S)N(C)C1(C)C (stereo unspecified),25.5,3.0,-0.2,12.3,10.8,0.5,1.5,-1.5,-1.9,-2.1
